LRH-1 inv ag: LRH-1 (NR5A2) inverse agonists, primary screen, cell-based, luminescence, HEK293T, StAR-luciferase reporter; LRH-1 transfected, 24 h; 360,000 compounds, 0.13% hits; inhibition, % at 3.6 µM;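 active = inhibition above the mean inhibition of all tested compounds plus 3 SD, cut at about 73% in these data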;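 also: 0% = DMSO wells and 100% = reporter-only cells lacking LRH-1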
C8 TRAIL sens: viability loss with TRAIL in NB7+C8 cells, primary screen, TRAIL sensitizer project, cell-based, ATPlite luminescence. inhibition (viability loss, TRAIL sensitization), % at 10 µM. 360,000 compounds, 1% hits. AID 624354, 2012;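 active = compounds causing at least 50% loss of cell viability in the single-dose screen, relative to plate controls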
LMP1 NFkB inh: EBV LMP1-driven NF-kappaB luciferase reporter inhibitors, primary screen, cell-based, luminescence, single point. LMP1-induced NF-kappaB luciferase reporter cells. inhibition, % at 12.5 µM. 350,000 compounds, 0.69% hits; in the data active = inhibition above about 41%;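 also: 0% = neutral control wells and 100% = reference inhibitor control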
TROY NFkB inh: inhibitors of TROY-driven NF-kB signaling, primary screen, Q293 LMP1-TROYcd cells, NF-kB luciferase, uHTS; Q293 LMP1-TROYcd NF-kB luciferase reporter, 4 h; inhibition, % at 10 µM; 360,000 compounds, 0.98% hits;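 active = compounds whose plate-normalised and pattern-corrected inhibition of the luciferase reporter signal at the single screening dose is 50% or more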
TWEAK Fn14 block: inhibitors of TWEAK-Fn14 signaling, primary screen, luciferase reporter cells, uHTS; TWEAK-stimulated Fn14 reporter cells, luciferase luminescence, 8 h; inhibition, % at 10 µM; 360,000 compounds, 2% hits; in the data active = inhibition above about 50%
SRC1 inh: SRC1 coactivator transcriptional activity inhibitors, primary screen, cell-based, luminescence. HEK293 GAL4-SRC1 luciferase reporter. inhibition, % at 3.6 µM. 360,000 compounds, 0.12% hits. AID 588354, 2011;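 active = inhibition above the campaign mean plus 3 SD, with each screening campaign given its own cutoff, cut at about 60% in these data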;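 also: 0% = DMSO treated cells and 100% = gossypol at 36 µM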
COUP-TFII inh: NR2F2 transcriptional activity inhibitors, primary screen, cell-based, luciferase reporter, HEK293T, luminescence; inhibition, % at 8.6 µM; AID 686940, 2013; COUP transcription factor 2 (Homo sapiens), P24468; 370,000 compounds, 0.7% hits; HEK293T NGFI-A luciferase reporter;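 active = inhibition above a per-plate cutoff, mean inhibition of test wells between control levels plus 3 SD, cut at about 38% in these data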;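 also: cells cotransfected with COUP-TFII expression vector driving the NGFI-A reporter; 0% = median of COUP-TF2 test wells and 100% = reporter-only cells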
TLR9-MyD88 block: inhibitors of TLR9-MyD88 association in cells, primary screen, cell-based, CHO, BLA complementation, fluorescence. CCF4 FRET ratio. inhibition, % at 4.98 µM. 340,000 compounds, 0.21% hits;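 active = inhibition above the mean over all tested compounds plus 3 SD, cut at about 21% in these data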;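 also: 0% = DMSO only wells and 100% = clavulanate BLA inhibitor control wells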
NCOA2 inhibitor: inhibition of GAL4-SRC2 driven luciferase reporter, primary screen, SRC2 inhibitor project, cell-based, luminescence | Nuclear receptor coactivator 2 (Homo sapiens), Q15596 | HEK293 GAL4-SRC2 luciferase reporter | inhibition, % at 9 µM | 370,000 compounds, 0.17% hits;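 active = inhibition above the mean inhibition of all tested compounds plus 3 SD, set per campaign, cut at about 52% in these data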;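 also: 0% = DMSO treated cells and 100% = cells given Gossypol at 36 µM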
SRC3 inh: SRC3 coactivator transcriptional activity inhibitors, primary screen, cell-based, luminescence | Nuclear receptor coactivator 3 (Homo sapiens), Q9Y6Q9 | HEK293 GAL4-SRC3 luciferase reporter | inhibition, % at 3.6 µM | 360,000 compounds, 0.17% hits;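 active = inhibition above a per-campaign cutoff, the mean of all compounds plus 3 SD, cut at about 60% in these data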;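 also: 0% = DMSO-treated cells and 100% = gossypol-treated cells at 36 µM; higher means less SRC3-driven luciferase light from the GAL4 reporter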
NOD2-RIPK2 inh: NOD2-RIPK2 binding disruptors in cells, primary screen, fluorescence, CHO cells, BLA complementation; inhibition, % at 4.98 µM; 360,000 compounds, 0.38% hits; CCF4 ratio; AID 624267, 2012; in the data active = inhibition above about 21%;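 also: 0% = vehicle only and 100% = reference blocker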
Numbers without * were called inactive; nt = no result given.

molecule	LRH-1 inv ag	C8 TRAIL sens	LMP1 NFkB inh	TROY NFkB inh	TWEAK Fn14 block	SRC1 inh	COUP-TFII inh	TLR9-MyD88 block	NCOA2 inhibitor	SRC3 inh	NOD2-RIPK2 inh
CCc1ccc(OCc2n[nH]c(=S)n2C(C)CCCC(C)C)cc1 (stereo unspecified)	-7.2	-5.1	-2.6	-9.3	5.6	-18.6	10.2	-5.3	-17.1	-6.6	-0.2
Cc1cc(C)c(CSc2nnnn2-c2ccc(C(=O)O)cc2)c(C)c1	-1.4	-12.3	-0.1	15.1	-55.0	-28.2	6.4	-19.2	-4.0	-4.8	-0.2
COCCNC(=O)C1CCCN(C(=O)c2sccc2C)CC1 (stereo unspecified)	1.7	-15.3	nt	-13.5	-6.4	-5.7	-2.0	nt	-3.9	-15.1	6.2
CCOC1CCCc2oc(-c3ccc(OC)cc3)c(C(=O)NCCCCO)c21 (stereo unspecified)	10.7	-7.8	nt	-5.6	5.8	nt	-4.1	nt	-2.7	nt	-10.4
COc1cccc(NC(=O)Cn2c3ccccc3c3nc4n(c(=O)c32)CCS4)c1	-7.9	11.0	0.9	2.9	-11.3	-37.9	-0.2	8.6	-21.0	8.4	-7.6
Cc1cc(=O)n2c(c1C#N)SC1CCCCC12O (stereo unspecified)	5.6	-17.3	-16.3	2.0	-11.1	1.1	-3.4	9.1	-4.7	2.8	6.4
O=c1cc(CN2CCN(Cc3ccccc3)CC2)c2ccc(O)cc2o1	13.8	1.9	4.1	18.9	30.8	17.3	6.2	-4.6	-5.4	-6.3	-3.6
Cc1ccsc1CCNC(=O)C1CCC(=O)N(CCc2cccc(F)c2)C1 (stereo unspecified)	-86.2	13.3	-43.8	-28.0	-10.4	-65.7	-35.4	-13.8	-96.2	-62.0	-5.4
Cc1nn(Cc2ccccc2)c(C)c1NC(=O)CSc1n[nH]c(C)c1[N+](=O)[O-]	-15.4	-4.0	0.2	5.4	-0.3	-5.9	-10.2	0.4	-40.1	1.5	-4.5
COCc1nnc(NC(=O)CSCc2ccccc2)s1	-9.5	-18.3	4.1	-2.6	-12.4	-10.8	-1.1	5.4	-20.9	-0.9	-1.7
CC(=O)c1ccc(O)c(CO)c1	2.1	-0.8	8.4	6.4	4.0	1.3	-14.7	-6.6	-30.1	0.2	-8.3
O=C(CSc1nnc(-c2ccco2)o1)c1ccc[nH]1	-99.5	3.9	-18.3	13.7	30.6	-84.3	-15.5	-9.2	-85.5	-42.7	-5.9
Cc1ccc(N(C(=O)C(F)(F)F)C(C(=O)NC2CCCCC2)c2cccs2)cc1 (stereo unspecified)	-22.1	-0.9	-6.6	-9.2	-7.0	0.3	5.9	-6.2	-20.1	13.4	7.9
COc1ccc(S(=O)(=O)N2CC=C(c3ccccc3)CC2)cc1OC	-16.9	-4.4	0.6	15.0	-0.5	1.1	7.0	0.2	23.5	3.3	0.6
CC(=O)Nc1nc2ccccc2n1Cc1ccc(C)cc1	0.1	5.5	-2.7	-7.2	-3.1	8.9	18.6	-4.5	10.7	3.9	-5.3
CCCN(CCC)Cc1c(C(=O)N/N=C/C(C)=C\c2ccco2)nnn1-c1nonc1N	-20.4	17.8	-11.3	9.5	0.3	-24.4	4.9	-6.8	21.8	9.8	-5.7
CCOc1cc(N2CCOCC2)c(OCC)cc1NC(=O)COC(=O)[C@@H]1CCCN1S(=O)(=O)c1ccccc1F	8.9	-1.8	-0.2	11.8	1.6	-11.1	-2.1	-10.1	-4.2	0.8	-1.7
c1cc(CNc2ccc3c(c2)OCO3)ccn1	9.1	0.7	-4.0	-29.4	-8.2	-19.1	0.5	-3.1	-6.6	-1.0	3.4
CNc1ccccc1C(=O)OCC(=O)c1ccc(F)cc1	11.6	1.2	-4.5	-14.8	5.2	-49.6	-2.2	0.3	-11.5	-14.6	7.6
COc1ccc(OCC(=O)Nc2ccc(N3CCN(C(=O)c4ccccc4)CC3)c(Cl)c2)cc1	33.0	32.7	-1.5	36.4	46.7	9.1	59.1*	-6.7	24.9	31.6	1.1
COc1cccc(C(=O)NNC(=O)CCC(=O)O)c1	1.1	6.4	-11.9	-7.2	-9.8	11.5	5.5	2.1	-35.5	18.4	-5.3
COc1ccccc1NC(=O)C1=C(C)Nc2ncnn2C1c1ccccc1C (stereo unspecified)	4.3	-20.2	3.2	-12.2	-5.5	-7.6	11.2	-8.1	-20.9	-13.4	-11.2
COc1ccc(NC(=O)c2ccccc2NC(=O)C2CCCO2)cc1 (stereo unspecified)	-19.8	7.2	-17.5	-17.7	5.6	-74.5	-12.1	3.5	-3.1	-20.5	-18.1
Cc1ccc(S(=O)(=O)Nc2nncs2)cc1	-15.0	20.9	0.3	-2.1	2.0	-5.0	1.2	10.6	1.5	22.7	-9.8
Cc1ccc(SC(=O)c2c([N+](=O)[O-])c(C)nn2C)cc1	-14.7	3.0	9.8	33.7	-2.4	-6.8	16.1	7.0	16.4	24.2	0.4
CC(=O)Nc1cccc(C(=O)Nc2cccnc2)c1	-18.6	9.2	-3.1	-23.0	38.1	2.8	11.6	-12.3	1.9	2.3	-9.9
C=CCn1c(=O)c2ccccc2n2c(SCC(=O)NCC)nnc12	13.4	-10.9	1.1	22.9	3.3	-22.1	-1.7	-15.3	-6.2	4.2	5.9
COc1ccccc1CNC(=O)c1cc(C)nc2ccccc12	0.3	-8.4	2.1	-2.3	23.1	13.6	14.0	-7.2	-23.1	0.1	4.3
COc1ccc(-c2cc(NC=O)c3ncc(-c4cccc(C(=O)N(C)C)c4)n3c2)c(OC)c1	-16.4	15.3	nt	-0.7	25.9	3.5	-1.2	nt	-5.4	-14.6	-4.0
Cc1ccc(C(=O)C(OC(=O)c2cnccn2)c2ccccc2)cc1 (stereo unspecified)	15.5	12.7	6.7	-7.9	0.8	-29.3	-3.3	-13.8	-24.5	-3.6	-8.4
COCCn1c(-c2ccccc2)cnc1SCC(=O)Nc1cccc2ccccc12	-22.2	-3.6	3.0	0.2	15.5	-15.7	0.4	3.3	1.6	1.2	-3.1
CC1Cc2nc(SCC(=O)N3CCCc4ccccc43)n(C)c(=O)c2S1 (stereo unspecified)	-3.6	9.5	2.1	0.9	5.7	-0.3	-6.3	-8.9	-8.4	5.0	-2.6
CCOC(=O)c1c(N2C(=O)Nc3cc(Cl)c(Cl)cc3N2O)sc2c1CCCCC2	3.8	11.3	4.4	52.7*	7.6	11.7	nt	-6.1	nt	8.8	-6.0
CCCn1c(SCC(=O)N2CCCC(C)C2)nnc1-c1ccccn1 (stereo unspecified)	-4.1	3.9	4.9	-5.2	-5.5	9.0	11.8	4.3	2.5	17.1	-8.2
Cn1c(SCc2ccc(C#N)cc2)nnc1-c1ccncc1	-5.1	-15.0	0.5	-2.7	3.2	-4.6	9.7	0.2	-2.1	-14.8	2.0
CCOc1ccccc1NC(=O)COC(=O)c1cc[n+]([O-])cc1	-3.4	5.3	-1.5	-4.1	-3.3	7.2	9.5	1.0	-6.0	-0.1	6.6
COc1cc(NS(=O)(=O)c2ccc(NC(=O)/C(=C/c3ccccc3Cl)NC(=O)c3ccccc3)cc2)nc(OC)n1	-10.7	6.8	-4.4	-1.0	1.2	-5.9	-0.9	-8.4	-42.3	2.9	-8.6
O=C(CNC(=O)c1ccc(Br)o1)Nc1ncccc1O	7.7	-10.5	-5.3	-2.4	-8.7	-29.5	-7.8	-7.0	-6.9	6.4	-13.6
CCn1nc(C)c(NC(=O)CCCSc2nc(-c3ccco3)cc(C(F)(F)F)n2)c1C	15.3	-2.0	11.3	11.1	10.1	7.7	27.4	0.3	20.0	-2.8	-7.3
CC(C)(C)OC(=O)[C@H](Cc1ccccc1)NC(=O)c1nc[nH]c1C(=O)NCCCCCN	5.3	-11.2	2.4	-11.8	-7.5	-5.8	-3.5	-3.6	6.9	11.2	9.0
COc1ccc(NC(=S)Nc2ccc(F)cc2)cc1	1.8	-10.5	-1.9	-26.3	-9.6	-10.7	12.0	0.8	-20.3	-11.2	-12.1
O=C(/C=C/c1cccc(F)c1)OCC(=O)c1ccc[nH]1	37.6	-11.4	-4.9	-27.6	-8.3	-31.5	-28.0	7.2	-7.6	-15.0	-1.9
CC1CCCCN1CC(=O)Nc1cc(S(=O)(=O)N2CCOCC2)ccc1N1CCCC1 (stereo unspecified)	-10.0	-1.4	-1.0	-19.8	0.7	3.6	11.9	5.1	9.3	23.3	-6.9
COc1ccccc1C(=O)Nc1ccc(C(=O)N2CCCC2)cc1	-25.9	6.4	4.9	3.3	-25.7	6.5	5.2	-9.3	-8.5	-0.3	-2.1
COC(=O)[C@H](CC(C)C)NC(=O)Nc1ccc(S(N)(=O)=O)cc1	-5.1	-14.9	1.5	-24.5	1.5	-7.0	-11.0	-10.1	20.2	6.1	-6.2
COc1cc(NC(=O)c2cc([N+](=O)[O-])ccc2NC(=O)CN2CCN(c3ccccn3)CC2)cc(OC)c1	28.9	22.2	-29.3	-15.3	15.3	11.1	-10.5	4.7	7.6	15.9	-7.7
O=C(/C=C/Nc1ccccc1)c1ccccc1	-151.1	63.9*	-25.5	-22.5	36.6	-101.5	-19.9	-6.6	-7.5	-82.8	-5.0
CCCCC(=O)Nc1cccc(-c2nnc(-c3ccccc3)o2)c1	-11.7	2.1	-29.0	-50.6	10.4	-78.0	-17.3	-8.2	-38.9	-30.3	12.8
CCOc1ccc(CCNC(=O)CN2C(=O)CCSc3ccccc32)cc1OCC	-16.6	-16.9	3.3	3.9	11.2	-9.4	7.8	3.6	-1.7	5.2	-5.5
CC(=O)c1csc(COc2cc(Cl)cc(Cl)c2)n1	-12.8	-11.2	-5.4	-8.1	-4.7	3.5	-0.8	-0.5	-20.9	-0.9	-1.0

3 of the compounds above, with values under each structure:
Below each SMILES: LRH-1 inv ag | C8 TRAIL sens | LMP1 NFkB inh | TROY NFkB inh | TWEAK Fn14 block | SRC1 inh | COUP-TFII inh | TLR9-MyD88 block | NCOA2 inhibitor | SRC3 inh | NOD2-RIPK2 inh
COC(=O)[C@H](CC(C)C)NC(=O)Nc1ccc(S(N)(=O)=O)cc1
    -5.1 | -14.9 | 1.5 | -24.5 | 1.5 | -7.0 | -11.0 | -10.1 | 20.2 | 6.1 | -6.2
Cc1cc(=O)n2c(c1C#N)SC1CCCCC12O (stereo unspecified)
    5.6 | -17.3 | -16.3 | 2.0 | -11.1 | 1.1 | -3.4 | 9.1 | -4.7 | 2.8 | 6.4
CCOC(=O)c1c(N2C(=O)Nc3cc(Cl)c(Cl)cc3N2O)sc2c1CCCCC2
    3.8 | 11.3 | 4.4 | 52.7* | 7.6 | 11.7 | nt | -6.1 | nt | 8.8 | -6.0

A portion of the library; the hit share may differ from the screen's.
